# Screening results deposited in PubChem BioAssay by Dana-Farber Cancer Institute and Novartis Institutes for BioMedical Research (Cambridge, Mass).
# OTUD3 inh = human OTUD3 deubiquitinase inhibition | purified OTUD3, Ub-rhodamine fluorescence, 2 h | Q5T2D3 | actives 0.7% (n = 47,000) | inhibition, % at 25 µM
# USP28 inh = human USP28 deubiquitinase inhibition. Q96RU2. purified USP28, Ub-rhodamine cleavage fluorescence, 30 min. inhibition, % at 25 µM. actives 3% (n = 47,000)
# Target sequence (Q96RU2 whole entry, looked up): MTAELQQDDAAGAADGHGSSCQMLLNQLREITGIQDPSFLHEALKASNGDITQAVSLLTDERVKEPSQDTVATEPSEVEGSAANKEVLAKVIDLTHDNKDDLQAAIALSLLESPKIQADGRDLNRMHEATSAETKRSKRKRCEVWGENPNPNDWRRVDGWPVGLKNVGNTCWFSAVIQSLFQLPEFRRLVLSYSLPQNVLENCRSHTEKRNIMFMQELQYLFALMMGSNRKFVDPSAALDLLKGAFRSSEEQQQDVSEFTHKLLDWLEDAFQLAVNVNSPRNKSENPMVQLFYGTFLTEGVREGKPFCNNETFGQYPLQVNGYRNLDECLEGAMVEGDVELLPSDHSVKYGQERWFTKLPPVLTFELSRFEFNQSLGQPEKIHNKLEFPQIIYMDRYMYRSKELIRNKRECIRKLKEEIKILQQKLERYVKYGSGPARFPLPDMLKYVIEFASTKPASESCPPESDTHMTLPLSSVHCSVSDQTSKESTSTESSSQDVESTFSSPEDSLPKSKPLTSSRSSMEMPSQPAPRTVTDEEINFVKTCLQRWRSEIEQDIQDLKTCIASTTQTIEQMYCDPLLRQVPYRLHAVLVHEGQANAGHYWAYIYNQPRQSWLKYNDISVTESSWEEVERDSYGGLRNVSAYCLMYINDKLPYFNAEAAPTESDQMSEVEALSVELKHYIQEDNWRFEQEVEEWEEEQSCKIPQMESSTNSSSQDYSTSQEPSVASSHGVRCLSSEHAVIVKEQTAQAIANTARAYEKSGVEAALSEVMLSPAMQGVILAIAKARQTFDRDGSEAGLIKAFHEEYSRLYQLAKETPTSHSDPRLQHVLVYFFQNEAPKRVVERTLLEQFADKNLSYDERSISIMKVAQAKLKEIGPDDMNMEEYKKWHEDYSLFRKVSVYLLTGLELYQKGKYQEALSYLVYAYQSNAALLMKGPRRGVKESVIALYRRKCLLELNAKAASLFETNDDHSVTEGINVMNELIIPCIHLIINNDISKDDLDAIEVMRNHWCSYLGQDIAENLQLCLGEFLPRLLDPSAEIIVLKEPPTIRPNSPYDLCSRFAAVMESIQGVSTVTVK
# USP8 inh = blocks human USP8 ubiquitin-rhodamine cleavage; purified USP8, Ub-rhodamine cleavage fluorescence, 30 min; inhibition, % at 20 µM; actives 4.2% (n = 47,000)
# UCHL1 block = inhibitors of human UCHL1 deubiquitinase; P09936; purified UCHL1, Ub-rhodamine cleavage fluorescence; inhibition, % at 20 µM; actives 0.2% (n = 47,000); AID 1645859
# USP17 inh = blocks human USP17 ubiquitin-rhodamine cleavage; purified USP17, Ub-rhodamine cleavage fluorescence, 3 h; actives 6.5% (n = 47,000); A8MUK1; inhibition, % at 50 µM
# USP7 inh = human USP7 deubiquitinase inhibition. Q93009. purified USP7, Ub-rhodamine cleavage fluorescence. actives 0.3% (n = 47,000). AID 1645854. inhibition, % at 20 µM
# USP30 inh = blocks human USP30 ubiquitin-rhodamine cleavage; purified USP30, Ub-rhodamine cleavage fluorescence; actives 5.3% (n = 47,000); inhibition, % at 25 µM; Q70CQ3
# USP10 block = inhibitors of human USP10 deubiquitinase; inhibition, % at 20 µM; purified USP10, Ub-rhodamine fluorescence, 60 min; actives 1.1% (n = 47,000)
# * marks the source's active call; other numbers are inactive results; i = inactive; / = not tested or not shown. Rule as the data show it: active = inhibition above about 30%; inactive = the rest.
SMILES,OTUD3 inh,USP28 inh,USP8 inh,UCHL1 block,USP17 inh,USP7 inh,USP30 inh,USP10 block
CCOc1ccccc1C(=O)N1C[C@H]2NC(=O)c3ccccc3C(=O)[C@@]2(C)C1,9,8,5,1,9,6,19,3
CNc1cccc(C2CN(C(=O)c3cc(C(C)(C)C)[nH]n3)CCO2)n1 (stereo not drawn),-4,-4,0,-1,-4,-1,1,0
O=C(COC(=O)c1ccc2c(c1)S(=O)(=O)N=C1CCCCCN12)NCCc1ccc(F)cc1,-1,2,8,-2,/,3,5,-2
CCN1C[C@H]2CCN(C(=O)Nc3cccc(Cl)c3)CC[C@H]2S1(=O)=O,8,18,21,2,3,2,-2,-1
COc1ccccc1Nc1ncc(C(=O)N2CCC(Cc3ccccc3)CC2)c2ccccc12,-5,-7,14,0,-6,6,0,0
O=C(Nc1cccc(C(F)(F)F)c1)c1ccc(-c2nc(-c3ccc(Cl)cc3Cl)cs2)cc1,10,0,6,3,32*,5,14,1
CCc1ccc(NC(=O)c2sc3ncnc(N4CCN(C)CC4)c3c2C)cc1,8,35*,-7,0,-11,-22,-4,-8
COC(=O)c1cc2c(=O)[nH]c(C(F)(F)F)nc2s1,-1,-2,-3,0,-4,2,-1,4
CCCn1c(N)c(NC(=O)c2ccc([N+](=O)[O-])cc2)c(=O)n(CCC)c1=O,15,5,-111,1,-12,4,18,1
CC1(C)[C@H](Cc2cc(-c3ccc(F)cc3)on2)C[C@@H]1NS(C)(=O)=O,-7,-9,-5,-3,-9,-2,-25,-5
COc1ccc(C2(c3nc(-c4ccc(S(C)(=O)=O)cc4)no3)CCOCC2)cc1,3,3,12,4,6,4,0,-1
CSc1ccc(CNC(=O)Cc2c(C)n[nH]c2C)cc1,12,8,17,2,15,1,34*,2
Cc1cc2nc(Oc3cccc(Cl)c3)c3ccccc3n2n1,-6,-11,3,-2,62*,0,-3,0
Cc1cccc(-n2c(C)c(C)c3c(=N)n(Cc4ccccc4)cnc32)n1,-8,-1,1,-1,5,-3,-1,-1
Cc1cccc(-c2nc(C3CCN(C(=O)C(NC(=O)c4ccco4)C(C)C)CC3)no2)c1 (stereo not drawn),1,3,11,3,20,-4,10,-3
Cc1ccccc1NC(=O)N1CCC2(CC1)N=C(c1ccccc1)C(=O)N2,0,-1,2,0,-1,0,-2,2
COc1ccccc1-c1noc(C2CCCN2C(=O)c2ccccc2C)n1 (stereo not drawn),0,0,-28,-4,-4,-6,-13,-2
O=C1COc2ccc(C(=O)COC(=O)c3ccccc3O)cc2N1,-3,-10,-3,3,36*,1,-34,-1
O=C(NCC1CC1)c1nc(-c2ccc3[nH]ccc3c2)no1,2,-1,3,2,-10,-2,1,4
Cc1cccc2c1N(CC(=O)NCc1ccccc1)C(=O)C1CCCN1C2=O (stereo not drawn),-6,-4,0,-1,-4,1,7,1
CC1(C)Cc2nc(-c3ccccc3)nc(SCCc3ccccc3)c2CO1,1,-2,-1,1,10,4,4,7
Cc1c(C(=O)NC2CCCCC2)oc2ccccc12,0,4,-3,-1,0,-16,0,2
CCN1CC[C@@]2(C(=O)Nc3ccccc3)CCN(C(=O)C(C)C)CC[C@@H]12,7,0,-1,-162,-2,-3,-20,-7
Cc1ccccc1CNC(=O)c1cnc2sc3c(n2c1=O)CCC3,-21,-13,-5,1,/,-3,-59,-4
CCCCNC(=O)c1nc(CS(=O)(=O)c2ccc(Cl)cc2)no1,0,6,-2,-2,-2,0,4,1
CC1CCN(S(=O)(=O)c2cn(Cc3noc(-c4ccc5cc[nH]c5c4)n3)cn2)CC1,-20,-16,20,-2,-10,-4,-61,-4
COCCNC(=O)c1cc(-c2ccn(C3CCCC3)n2)n2ccccc12,-38,-36,-31,0,-46,-105,-203,-10
CC1=NS(=O)(=O)N(C)C=C1c1nc(-c2cccc(F)c2)no1,-175,-222,-194,-159,/,-138,i,-7
COc1ccccc1NC(=O)C1=C(C)Nc2ncnn2C1c1ccc(C)o1 (stereo not drawn),-1,1,-1,-1,0,1,-7,-2
Cc1cc(C)nc(N2CCC(N(Cc3ccco3)S(=O)(=O)c3cccc4cccnc34)CC2)n1,-71,-92,-48,-19,-110,-19,-307,-3
COc1ccc(OC)c(NC(=O)c2ccc3nnc(C)n3c2)c1,-9,-10,-14,-2,/,-1,-40,-2
COc1ccc2nc(C(=O)NCc3cc(F)ccc3F)cn2n1,0,2,2,-1,29,1,30,-2
O=C(CCc1nc2cccnc2n1Cc1ccccc1)N1CCCCC1,4,7,-4,2,9,-9,6,-1
O=C(c1ccccc1)N1CCCn2c(nc(CN3CCCC3)cc2=O)C1,0,6,-1,2,-12,5,5,0
COC1=C(OC)C(=O)C(C/C=C(/C)CC/C=C(\C)CC/C=C(\C)CC/C=C(\C)CC/C=C(\C)CC/C=C(\C)CCC=C(C)C)=C(C)C1=O,9,10,-6,0,10,2,8,-1
O=C(CN1C(=O)COc2ccc(Cl)cc21)Nc1cccc2ncccc12,-15,-5,73*,6,60*,-16,-114,-6
O=C(NC[C@H]1OC[C@@H]2CCN(c3ccccn3)C[C@@H]21)c1ccnnc1,1,1,-21,2,-7,10,-30,-2
CC(=O)CSc1nnc(-c2ccccc2Br)o1,-1,-1,-2,-3,3,-1,10,3
Cc1ccc(NC(=O)N2CCC3(CC2)NC(=O)N(Cc2ccc(F)cc2)C3=O)c(C)c1,15,12,10,3,27,1,21,7
Cc1ccc(NC(=O)c2c(O)c3cnn(C)c3[nH]c2=O)cc1C,1,-2,85*,2,6,4,-13,1
Cc1[nH]c2ccccc2c1C(=O)COc1ncnc2sc(C)c(C)c12,-27,-23,-13,-1,-40,3,-93,-5
Cc1ccc(CC(=O)Nc2ccccc2-c2ccccc2)cc1C,6,8,12,3,15,5,12,6
O=C(NCc1ccc2c(c1)OCO2)c1ccc(CS(=O)c2ccc(Cl)cc2)o1 (stereo not drawn),1,0,9,2,0,-7,3,0
O=C(C1CC1)N1CCC2(COCc3cnc(-c4ccccc4)nc32)C1 (stereo not drawn),14,10,2,0,1,0,17,0
Cc1cccc(NC(=O)Cn2cnc3c(c2=O)CCN(Cc2ccccc2)C3)c1,-9,-18,-38,-2,-38,-4,-28,-7

# Filtered by structure: the entries above containing a CF3 group (2)
SMILES,OTUD3 inh,USP28 inh,USP8 inh,UCHL1 block,USP17 inh,USP7 inh,USP30 inh,USP10 block
O=C(Nc1cccc(C(F)(F)F)c1)c1ccc(-c2nc(-c3ccc(Cl)cc3Cl)cs2)cc1,10,0,6,3,32*,5,14,1
COC(=O)c1cc2c(=O)[nH]c(C(F)(F)F)nc2s1,-1,-2,-3,0,-4,2,-1,4

# Following part:
SMILES,OTUD3 inh,USP28 inh,USP8 inh,UCHL1 block,USP17 inh,USP7 inh,USP30 inh,USP10 block
COc1ccccc1C(=O)Nc1ccc(C)c(N2CCCCC2=O)c1,5,5,18,4,8,7,10,1
COc1cccc(C(=O)N2CCCC(Cc3cc(-c4ccccc4)no3)(C(=O)N(C)C)C2)c1 (stereo not drawn),1,0,-5,-1,-4,-2,7,-3
CCC1(C)Cc2c(sc3nc(SC)nc(SCC(=O)NCCc4ccccc4)c23)CO1 (stereo not drawn),-1,-1,-1,0,9,2,-27,-2
COc1ccccc1CNC(=O)c1c(O)c2cccnc2n(-c2ccccc2)c1=O,-10,-17,81*,-5,-4,0,-4,3
COc1ccc(-c2cc(C(=O)Nc3cccc(C#N)c3)nn2C2CCS(=O)(=O)C2)cc1 (stereo not drawn),16,18,23,2,39*,-34,19,13
Cc1cccc(CNC(=O)C2CCc3nc(N4CCOCC4)ncc3C2)c1 (stereo not drawn),-9,-3,0,-1,-5,0,-15,-3
O=C(CN1CCCC1c1ccc2c(c1)OCCCO2)NCCc1ccccc1F (stereo not drawn),-18,-24,-10,-4,-18,-25,-52,-5
CCC(=O)NCC1CCCN(C(=O)Nc2ccc3c(c2)OCCO3)C1 (stereo not drawn),1,-4,0,-2,0,0,-3,-3
O=C(CC1CSc2nccc(=O)n21)N1CCCc2ccccc21 (stereo not drawn),15,2,0,4,15,3,23,2
Cc1nc(-c2ccc3c(c2)OCCCO3)cs1,4,8,6,1,6,-7,10,1
CCc1cccc(CC)c1NC(=O)C1CC(=O)N(Cc2ccccc2)C1 (stereo not drawn),11,10,14,0,13,1,16,0
COc1ccc(-c2cnc3sc(NCC4CCOCC4)nn23)cn1,2,9,8,6,0,7,14,0
Cc1csc(NC(=O)Nc2cc(C(F)(F)F)cc(C(F)(F)F)c2)c1,-19,-35,-15,1,-4,8,-95,12
CCc1cc(C(=O)NCc2ccccc2)nc2ccnn12,-1,6,-2,-1,5,0,8,1
O=c1[nH]cc(S(=O)(=O)NC2CCCc3ccccc32)c(=O)[nH]1 (stereo not drawn),13,11,21,0,9,4,7,3
CC(C)(O)[C@@H]1CC[C@](C)([C@H]2CC3(CCN(C(=O)c4cccc(F)c4)CC3)CO2)O1,1,-2,4,-1,-5,1,0,3
COc1ccc(-n2nnc(C(=O)N3CCC4(CC3)OCCO4)n2)cc1,10,5,13,0,12,3,9,0
CN(Cc1ccccc1Cl)C(=O)c1cccc(N2CCCS2(=O)=O)c1,-9,-6,-1,-5,-15,-7,-1,0
O=C(CCc1ccccc1)N1C[C@@H]2CN(S(=O)(=O)c3ccccc3)C[C@@H]2C1,2,-2,-2,-2,1,-1,-1,0
COc1ccc(-c2nnn(Cc3ccc(-c4ccccc4)cc3)n2)cc1OC,-5,-4,14,4,4,6,1,3
CS(=O)(=O)c1ccc(N2CCCN(C(=O)c3ccc(Cl)cc3)CC2)cc1,9,14,16,0,/,2,25,-2

# Compounds listed so far that have an aryl methoxy group (13):
SMILES,OTUD3 inh,USP28 inh,USP8 inh,UCHL1 block,USP17 inh,USP7 inh,USP30 inh,USP10 block
COc1ccccc1Nc1ncc(C(=O)N2CCC(Cc3ccccc3)CC2)c2ccccc12,-5,-7,14,0,-6,6,0,0
COc1ccc(C2(c3nc(-c4ccc(S(C)(=O)=O)cc4)no3)CCOCC2)cc1,3,3,12,4,6,4,0,-1
COc1ccccc1-c1noc(C2CCCN2C(=O)c2ccccc2C)n1 (stereo not drawn),0,0,-28,-4,-4,-6,-13,-2
COc1ccccc1NC(=O)C1=C(C)Nc2ncnn2C1c1ccc(C)o1 (stereo not drawn),-1,1,-1,-1,0,1,-7,-2
COc1ccc(OC)c(NC(=O)c2ccc3nnc(C)n3c2)c1,-9,-10,-14,-2,/,-1,-40,-2
COc1ccc2nc(C(=O)NCc3cc(F)ccc3F)cn2n1,0,2,2,-1,29,1,30,-2
COc1ccccc1C(=O)Nc1ccc(C)c(N2CCCCC2=O)c1,5,5,18,4,8,7,10,1
COc1cccc(C(=O)N2CCCC(Cc3cc(-c4ccccc4)no3)(C(=O)N(C)C)C2)c1 (stereo not drawn),1,0,-5,-1,-4,-2,7,-3
COc1ccccc1CNC(=O)c1c(O)c2cccnc2n(-c2ccccc2)c1=O,-10,-17,81*,-5,-4,0,-4,3
COc1ccc(-c2cc(C(=O)Nc3cccc(C#N)c3)nn2C2CCS(=O)(=O)C2)cc1 (stereo not drawn),16,18,23,2,39*,-34,19,13
COc1ccc(-c2cnc3sc(NCC4CCOCC4)nn23)cn1,2,9,8,6,0,7,14,0
COc1ccc(-n2nnc(C(=O)N3CCC4(CC3)OCCO4)n2)cc1,10,5,13,0,12,3,9,0
COc1ccc(-c2nnn(Cc3ccc(-c4ccccc4)cc3)n2)cc1OC,-5,-4,14,4,4,6,1,3
